Vif imaging – blocks HIV Vif function; HEK293T cells, Vif self-association by quenched fluorescence, imaging, 24 h; inhibition, % at 7.49 µM; 0.35% of 340,000 active; AID 602346; in the data active means inhibition above about 50%, passing the limit was not always enough; further: some results filed as inactive read as strong as hits
CaV13 FRET inh – Disruptors of the CACNA1D IQ motif to Ca2+-dependent inactivation inhibitor domain association, primary screening, Förster resonance energy transfer in intact living …. HEK cells, CFP/YFP FRET ICDI-IQ, plate reader, 10 min; percent FRET-ratio fall versus neutral wells. inhibition, % at 12.3 µM. 0.098% of 340,000 active. AID 743397;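 active means mean replicate inhibition of at least 30% and at least 1% of replicates passing that level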;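 further: 0% = median of the neutral control wells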
hiPSC survival – enhancers of human iPSC single-cell survival; hiPSC single-cell survival, ATPlite luminescence; 100% = ROCK inhibitor wells, 0% = DMSO; survival enhancement, % at 20 µM; 0.044% of 360,000 active; in the data active means survival enhancement above about 18%;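 further: cells exposed to compounds for 16 hours before the ATP read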
Granule exo inh – blocks lytic granule exocytosis. TALL-104 LAMP-1 surface exposure, flow cytometry; cells stimulated with thapsigargin and PMA. inhibition, % at 10 µM. 0.66% of 360,000 active;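 active means inhibition above about 55%, limit read from the data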
ABCB6 inh 2 – blocks the human ABCB6 transporter. Q9NP58. K562-ABCB6 porphyrin accumulation, flow cytometry, 1 h; active compounds read low. fluorescence ratio to DMSO, % at 10 µM. 0.19% of 360,000 active. AID 602162;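 active means fluorescence ratio to DMSO below 75%, the collection mean minus 3 SD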;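 further: signal is porphyrin accumulated inside mitochondria; 100% equals median channel fluorescence of DMSO control wells; lower ratio means ABCB6 inhibition with less porphyrin fluorescence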
PDI turbidity – inhibitors of human protein disulfide isomerase. P07237. AID 588391. PDI insulin aggregation turbidity, A650, 90 min. 0.052% of 350,000 active. inhibition, % at 10 µM;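 active means mean inhibition across replicates of 30% or more, whatever share of single replicates reach that level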;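 further: absorbance from insulin aggregation driven by PDI reduction with DTT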
Target sequence (P07237 whole entry, looked up): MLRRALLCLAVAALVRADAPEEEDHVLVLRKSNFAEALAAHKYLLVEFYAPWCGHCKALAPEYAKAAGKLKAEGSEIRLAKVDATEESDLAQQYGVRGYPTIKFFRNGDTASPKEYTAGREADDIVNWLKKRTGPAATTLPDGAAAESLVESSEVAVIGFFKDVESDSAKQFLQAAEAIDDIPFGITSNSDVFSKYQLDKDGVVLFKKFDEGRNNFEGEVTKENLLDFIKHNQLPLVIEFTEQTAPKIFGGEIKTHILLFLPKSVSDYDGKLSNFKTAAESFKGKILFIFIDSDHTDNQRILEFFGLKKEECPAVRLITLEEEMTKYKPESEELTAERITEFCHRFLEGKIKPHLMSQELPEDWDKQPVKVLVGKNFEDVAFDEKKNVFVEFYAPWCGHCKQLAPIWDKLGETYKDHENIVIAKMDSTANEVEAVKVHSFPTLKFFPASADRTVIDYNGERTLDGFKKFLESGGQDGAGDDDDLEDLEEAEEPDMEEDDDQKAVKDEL
Glyco luc inh – N-linked glycosylation inhibition; D54 ERlucT glycosylation luciferase reporter, 24 h; percent of 100 nM tunicamycin response; reporter increase, % at 12.5 µM; 0.23% of 360,000 active;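 active means mean luciferase reporter signal, scaled so untreated is 0 and the glycosylation-blocking control 100, at or above a set limit in every replicate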;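 further: luciferase carries N-glycosylation sites so blocking glycosylation raises the light; 0% = median of neutral control wells and 100% = median of 100 nM tunicamycin wells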
aDG glyco act – increases alpha dystroglycan glycosylation. Pro5-aDG cells, alpha-DG glycosylation AlphaScreen (IIH6); 0% Pro5, 100% B10-LARGE cell signal. 0.22% of 360,000 active. activation, % at 10 µM;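 active means activation of at least 8% versus controls, or a plate z-score of at least 8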;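 further: Pro5 are CHO cells carrying HIG-tagged alpha-DG that lacks glycosylation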
m5-HT2A agonist – activates the mouse 5-HT2A serotonin receptor; P35363; CHO-K1 mHTR2A beta-arrestin complementation, luminescence; percent of 30 µM serotonin response; activation, % at 7.6 µM; 0.66% of 360,000 active; AID 624169;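 active means activation above a run cutoff, the mean activation of all tested compounds plus 3 SD, cut at about 14% in these data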;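 further: 0% = plate median of compound wells and 100% = 30 µM serotonin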
Target sequence (P35363 whole entry, looked up): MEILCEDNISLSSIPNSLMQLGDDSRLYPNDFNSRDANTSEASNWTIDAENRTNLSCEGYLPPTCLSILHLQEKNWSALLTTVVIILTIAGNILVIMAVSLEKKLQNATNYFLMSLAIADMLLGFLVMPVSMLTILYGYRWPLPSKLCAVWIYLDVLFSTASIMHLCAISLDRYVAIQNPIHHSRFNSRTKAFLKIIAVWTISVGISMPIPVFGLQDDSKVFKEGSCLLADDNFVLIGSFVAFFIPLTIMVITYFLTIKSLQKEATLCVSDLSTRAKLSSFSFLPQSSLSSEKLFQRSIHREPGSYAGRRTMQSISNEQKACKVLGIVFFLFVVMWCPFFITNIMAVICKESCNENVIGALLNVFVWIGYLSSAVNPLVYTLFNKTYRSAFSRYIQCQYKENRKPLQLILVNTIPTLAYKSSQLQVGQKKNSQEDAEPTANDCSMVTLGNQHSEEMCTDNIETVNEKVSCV
Cardio protect – myocardial damage modulation in H9c2 cells; 0.63% of 360,000 active; protection from H2O2 cell death, % at 20 µM; AID 588492; H9c2 cardiomyocytes, H2O2 injury protection, ATPLite, 2 h;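 active means compounds giving at least 50% protection of heart cells from peroxide-induced death in the single-dose screen, raw or plate-pattern-corrected value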;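 further: 0% = DMSO wells with peroxide and 100% = DMSO wells without peroxide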
* marks the source's active call; other numbers are inactive results; i = inactive; x = not tested or not shown.

1	O=C(CN1CCN(c2nc(-c3ccc(F)cc3)cs2)CC1)NCc1ccc2c(c1)OCO2
2	CCn1c(SCC(=O)N2CCCCC2)nnc1-c1ccc(S(=O)(=O)N2CCN(C)CC2)cc1
3	Cc1cc(C)n(-c2cc(C)c(C)cc2Br)n1
4	COc1ccc(NC(=O)/C=C/C(=O)O)cc1Cl
5	COC(=O)[C@@]12C[C@@H](CC(=O)NCc3cccs3)C(=O)N(Cc3ccc4c(c3)OCO4)C1=CCC(C)(C)C2
6	CCC(C)C1NC(=S)N(C2CCCCC2)C1=O (stereo not given)
7	CCOC(=O)/C(C#N)=C/c1ccc(SC)cc1
8	CN(Cc1ccccc1)C(=O)CCC(=O)N(C)Cc1ccccc1
assay / entry	1	2	3	4	5	6	7	8
Vif imaging	-18	1	2	1	x	-2	0	-2
CaV13 FRET inh	-10	-5	-4	-9	-5	-10	-4	x
hiPSC survival	-0.8	2.0	14	-0.5	x	-3.2	0.7	1.0
Granule exo inh	2	5	3	1	16	-1	-2	-5
ABCB6 inh 2	98	91	98	97	x	103	104	101
PDI turbidity	3	-5	4	-6	x	-1	-6	0
Glyco luc inh	0	2	-1	2	x	-3	1	-3
aDG glyco act	0.1	-0.1	0.2	-0.1	-0.1	-0.2	0.0	0.1
m5-HT2A agonist	2	4	-5	-3	0	1	2	-2
Cardio protect	-12	-3	0	7	x	1	-3	9

9	O=C1c2ccccc2NC(c2ccncc2)N1c1ccccn1 (stereo not given)
10	Cn1nc(C(=O)OCC(=O)c2ccccc2)c2ccccc2c1=O
11	CC(C)(C)c1csc(NC(=O)c2cccnc2)n1
12	Cc1ccccc1OCC(=O)OCC(=O)c1ccc(-c2ccccc2)cc1
13	C/C(=N\Nc1cccc2cccnc12)c1ccc[nH]1
14	O=C(NC1CCCc2ccccc21)c1cc(F)cc(F)c1 (stereo not given)
15	O=C(NCCCN1CCOCC1)c1ccc2c(c1)N(Cc1cccc(Cl)c1)C(=O)CS2
16	COc1ccc(N2C(=O)CC(NC34CC5CC(CC(C5)C3)C4)C2=O)c(OC)c1 (stereo not given)
assay / entry	9	10	11	12	13	14	15	16
Vif imaging	-6	3	0	14	-1	-17	8	1
CaV13 FRET inh	x	-6	-5	-5	-4	-5	-7	x
hiPSC survival	-0.6	7.4	0.8	-0.9	-0.5	-0.6	-0.1	0.6
Granule exo inh	-1	-2	2	-8	-3	-7	9	-2
ABCB6 inh 2	96	107	97	94	103	96	96	99
PDI turbidity	8	-3	2	1	3	15	-7	-2
Glyco luc inh	2	1	2	0	-10	-2	-3	1
aDG glyco act	0.0	0.5	-0.1	0.7	-0.3	0.0	0.0	0.0
m5-HT2A agonist	-2	7	-1	-4	1	-6	-6	-1
Cardio protect	-5	5	3	-3	-15	5	13	-1

Complete entries from above:
Cn1nc(C(=O)OCC(=O)c2ccccc2)c2ccccc2c1=O across the screens: Vif imaging = 3; CaV13 FRET inh = -6; hiPSC survival = 7.4; Granule exo inh = -2; ABCB6 inh 2 = 107; PDI turbidity = -3; Glyco luc inh = 1; aDG glyco act = 0.5; m5-HT2A agonist = 7; Cardio protect = 5
CC(C)(C)c1csc(NC(=O)c2cccnc2)n1 across the screens: Vif imaging = 0; CaV13 FRET inh = -5; hiPSC survival = 0.8; Granule exo inh = 2; ABCB6 inh 2 = 97; PDI turbidity = 2; Glyco luc inh = 2; aDG glyco act = -0.1; m5-HT2A agonist = -1; Cardio protect = 3

Next part:
17	COCCN1C(=O)/C(=C/c2ccc(N3CCCC3)cc2)SC1=S
18	COc1ccc(CCN2CC(C(=O)NCc3ccco3)CC2=O)cc1OC (stereo not given)
19	COc1ccccc1NS(=O)(=O)c1cccc(-n2c(O)c(C=Nc3ccccc3C(=O)O)c3ccccc3c2=O)c1
20	Cc1cc(-c2nnc(CCC(=O)N(CC3CC3)CC3CCCO3)o2)no1 (stereo not given)
21	C=CCNC(=O)Cc1c(OC)ccc2cc(Br)ccc12
22	C[C@H](NC(=O)c1nc[nH]c1C(=O)N1CCNCC1)C(=O)OCc1ccccc1
23	CC(C)(C)C(=O)Nc1cccc(-c2ccc[nH]2)n1
24	O=C(Nc1nc2cc3c(cc2s1)OCCO3)c1ccc([N+](=O)[O-])o1
assay / entry	17	18	19	20	21	22	23	24
Vif imaging	5	-1	-12	33	-12	-1	-6	9
CaV13 FRET inh	-56	x	-4	-4	-6	-10	-7	-6
hiPSC survival	-2.0	-1.1	0.6	-1.7	-0.7	1.9	-0.8	-0.3
Granule exo inh	3	1	2	-11	0	-3	-23	2
ABCB6 inh 2	i	97	90	101	99	94	94	108
PDI turbidity	10	4	5	-3	-3	1	-3	-6
Glyco luc inh	-4	-2	2	3	-1	1	5	-3
aDG glyco act	0.3	-0.1	1.5	-0.3	0.4	0.1	0.1	1.3
m5-HT2A agonist	0	4	8	2	1	-2	0	3
Cardio protect	-29	0	-2	9	10	4	5	-14

25	Cc1ccc(O)c(C(=O)c2cnn(-c3ccc(S(=O)(=O)N4CCOCC4)cc3[N+](=O)[O-])c2)c1
26	Cc1ccc(OCC(=O)NCCCNC(=O)c2ccccn2)cc1C
27	OCCN1CCN(c2nnc(-c3ccccc3)c3ccccc23)CC1
28	Cc1cc(C)cc(NC(=O)C(OC(=O)c2cccs2)c2ccccc2)c1 (stereo not given)
29	CCc1cccc(C)c1NS(=O)(=O)c1cc(Br)cnc1N
30	CCN(C[C@H]1N[C@@](C)(C(=O)OC)[C@H]2C(=O)N(C)C(=O)[C@@H]12)C(=O)Nc1ccc(C)cc1
31	COc1ccc(Cl)cc1CC=NNC(=O)c1ccncc1
32	CN1C(=O)NC(NC(=O)c2ccncc2)(C(F)(F)F)C1=O (stereo not given)
assay / entry	25	26	27	28	29	30	31	32
Vif imaging	2	-40	-10	-8	-5	8	-5	-3
CaV13 FRET inh	-5	-3	-16	-4	-15	-6	-5	-3
hiPSC survival	-1.6	1.6	0.4	0.2	0.5	-1.6	-1.6	2.7
Granule exo inh	17	-9	5	-2	0	-2	6	1
ABCB6 inh 2	105	101	93	96	93	98	104	96
PDI turbidity	-23	15	4	-6	-2	12	-12	2
Glyco luc inh	2	-2	-5	-2	2	2	3	2
aDG glyco act	-0.2	0.0	0.1	0.3	0.0	0.0	-0.1	-0.1
m5-HT2A agonist	-1	-2	5	-2	3	0	-3	1
Cardio protect	1	-4	8	-2	-4	2	6	6

Three structures out of the list, sorted by molar mass, low to high:
27	OCCN1CCN(c2nnc(-c3ccccc3)c3ccccc23)CC1
30	CCN(C[C@H]1N[C@@](C)(C(=O)OC)[C@H]2C(=O)N(C)C(=O)[C@@H]12)C(=O)Nc1ccc(C)cc1
25	Cc1ccc(O)c(C(=O)c2cnn(-c3ccc(S(=O)(=O)N4CCOCC4)cc3[N+](=O)[O-])c2)c1
assay / entry	27	30	25
Vif imaging	-10	8	2
CaV13 FRET inh	-16	-6	-5
hiPSC survival	0.4	-1.6	-1.6
Granule exo inh	5	-2	17
ABCB6 inh 2	93	98	105
PDI turbidity	4	12	-23
Glyco luc inh	-5	2	2
aDG glyco act	0.1	0.0	-0.2
m5-HT2A agonist	5	0	-1
Cardio protect	8	2	1

Next section.
33	O=C(Nc1ccc(OCC(=O)N2CCOCC2)cc1)Nc1cccc(Cl)c1
34	O=C1Cc2ccccc2C(=O)N1c1ccc(F)cc1Cl
35	COc1ccc(S(=O)(=O)N2c3ccccc3OCC2C(C)(C)C)cc1 (stereo not given)
36	CCc1c(O)nc(SCC(=O)Nc2ccccc2OC)[nH]c1=O
37	COCCNC(=O)/C(C#N)=C\c1ccc(CNC(=O)C(=O)Nc2ccc(C)c(C)c2)o1
38	COc1cccc(N(CC(=O)Nc2cccc(N(C)S(C)(=O)=O)c2)S(C)(=O)=O)c1
39	COc1ccc(OC)c(C2=NOC(C(=O)NCc3ccco3)C2)c1 (stereo not given)
40	CC(Sc1ncnc2ccccc12)C(=O)Nc1ccc2c(c1)OCO2 (stereo not given)
assay / entry	33	34	35	36	37	38	39	40
Vif imaging	1	0	1	8	x	5	6	-4
CaV13 FRET inh	-2	-4	-5	-9	-1	-8	-5	-2
hiPSC survival	-0.4	0.2	-0.6	2.4	-0.6	-0.5	8.3	-0.5
Granule exo inh	-2	-4	-6	-2	-2	-5	0	-2
ABCB6 inh 2	98	101	97	91	106	97	100	90
PDI turbidity	-2	-9	-8	12	-4	-6	-1	-4
Glyco luc inh	-3	0	0	0	10	1	2	-1
aDG glyco act	0.1	-0.1	-0.3	-0.3	-0.1	-0.2	0.4	0.8
m5-HT2A agonist	-2	0	-4	4	-1	0	-1	0
Cardio protect	-4	2	10	8	-4	3	6	-13

41	CC(C(=O)NC(c1ccccc1)c1ccccc1)N1CCOCC1 (stereo not given)
42	O=C(NC1CCCC1)C1c2ccccc2OCC(=O)N1CCCN1CCOCC1 (stereo not given)
43	COc1ccc(Cl)cc1NC(=O)CN(C)C(=O)c1ccc2c(c1)OCCO2
44	COc1cc2c(cc1NC(=O)COC(=O)/C=C/c1ccc([N+](=O)[O-])cc1)oc1ccccc12
45	Cc1ccccc1CCN(C(=O)c1csnn1)C(C(=O)NC1CCCC1)c1ccncc1 (stereo not given)
46	Cc1cc(C)nc(NC(=O)c2cccc(Cl)c2)n1
assay / entry	41	42	43	44	45	46
Vif imaging	-7	x	4	3	4	4
CaV13 FRET inh	-3	-2	-8	-2	-4	-6
hiPSC survival	1.5	1.2	-0.3	1.3	-0.5	0.2
Granule exo inh	1	16	-6	0	2	-2
ABCB6 inh 2	93	100	94	97	96	102
PDI turbidity	3	x	-16	-1	-10	-2
Glyco luc inh	1	x	2	1	-1	1
aDG glyco act	-0.1	-0.2	0.3	0.2	0.0	0.0
m5-HT2A agonist	4	4	2	0	1	-6
Cardio protect	0	x	-1	0	-4	6

Sorted by the number under PDI turbidity (low to high): 5 of the compounds above.
entry	SMILES	PDI turbidity
43	COc1ccc(Cl)cc1NC(=O)CN(C)C(=O)c1ccc2c(c1)OCCO2	-16
45	Cc1ccccc1CCN(C(=O)c1csnn1)C(C(=O)NC1CCCC1)c1ccncc1 (stereo not given)	-10
46	Cc1cc(C)nc(NC(=O)c2cccc(Cl)c2)n1	-2
44	COc1cc2c(cc1NC(=O)COC(=O)/C=C/c1ccc([N+](=O)[O-])cc1)oc1ccccc12	-1
41	CC(C(=O)NC(c1ccccc1)c1ccccc1)N1CCOCC1 (stereo not given)	3

Compound activity deposited in PubChem by several laboratories.
